Screening results from PubChem.
Eya2 phos inh – inhibitors of human Eya2 phosphatase activity. Potency, µM (highest dose often 76.9 µM), without a hit: at the top dose activity, negative = inhibition, usual class: inhibitors. hit rate 0.006% among 330,000. recombinant Eya2, OMFP fluorescence dephosphorylation (OMFP is methylfluorescein phosphate). O00167; further: potency means the concentration at half of the fitted maximal effect; on the % scale 0 is the no-effect control and ±100 the full control effect
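Eya2 protein (added as 0.2 uM solution) was preincubated with compound for 10 min at ambient temperature in 50 mM HEPES pH 7.5, 50 mM NaCl, 5 uM MgCl2, 0.05% BSA, 1 mM DTT. OMFP (added at 50 uM) then reacted 10 min; fluorescence read at 485/525 nm.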
Mito fusion act – blocks mitochondrial division or promotes mitochondrial fusion | S. cerevisiae fusion-defective mutant growth rescue, CellTiterGlo 48 h | Potency, µM (doses to about 46.1 µM), without a hit: at the top dose growth rescue (activation), usual class: activators | hit rate 0.23% among 320,000 | AID 485298;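 further: potency means the concentration at half of the fitted maximal effect; % of control where 0% means no effect; nearly all actives have a fitted effect of over 45% in size; temperature-sensitive fusion mutants such as fzo1-1 at 37 °C on non-fermentable ethanol glycerol medium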
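Compounds are tested for their ability to restore growth of mitochondrial fusion-defective yeast strains at non-permissive 37C in YPEG medium over 48 hours. Viability is quantified by luciferase luminescence.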
KCNH2 3.1 inh – inhibitors of human KCNH2 3.1 potassium channel isoform | U2OS KCNH2 3.1, thallium flux FluxOr; hits give low values | activity change, % (tested at about 1.8 µM) | hit rate 0.95% among 340,000 | AID 720553;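 active means maximum activity change below -70%; inconclusive means maximum activity change from -70% to -50%; inactive means maximum activity change above -50%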;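 further: thallium influx rate constant from kinetic fluorescence after stimulation buffer; on the % scale 0 is the no-effect control and ±100 the full control effect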
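Normalized rate constant (relative to positive and negative DMSO controls) derived from a 2 min kinetic fluorescence read after stimulation; U2OS cells expressing the 3.1 isoform via virus at 1.77 x 10^8 /mL.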
KCNH2 WT inh – blocks the wildtype human KCNH2 potassium channel; Q12809; U2OS, BacMam KCNH2, thallium flux FluxOr; hits give low values; activity change, % at 1.84 µM; hit rate 0.37% among 340,000;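 active means maximum activity change below -70%; inconclusive means maximum activity change between -70% and -50%; inactive means maximum activity change above -50%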; further: on the % scale 0 is the no-effect control and ±100 the full control effect
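U2OS cells transduced with wild-type KCNH2 virus are loaded with FluxOr dye for 45 min, and thallium flux is measured in kinetic reads before and after stimulation buffer. Rate constants are normalized to DMSO controls.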
A-T KAP1 phos – potential ataxia-telangiectasia treatment; […] A-T fibroblasts, KAP-1 phosphorylation AlphaLISA; neocarzinostatin DNA damage 30 min before lysis; Potency, µM (series often up to 57.5 µM), inactives show top-dose activation, hits mostly activators; hit rate 0.19% among 320,000; AID 485349; further: potency means the concentration at half of the fitted maximal effect; % of control where 0% means no effect; nearly all actives have a fitted effect of over 45% in size
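ATM-like activity read as KAP-1 phosphorylation via AlphaLISA donor/acceptor antibody pairs after lysis and 6 hr at 25C. Cells were ATM-null patient fibroblasts ([…], hTERT), dosed 60 min, then exposed to the DSB inducer NCS for 30 min.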
TCR activator – T cell receptor activation; Potency, µM (series often up to 9.22 µM), for inactives: at the top dose activation of IL-2 secretion, actives largely listed as activators; 330,000 tested, under 10 active; primary human leukocytes, anti-CD3, IL-2 HTRF, 48 h; further: % of control where 0% means no effect
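Using a-CD3 beads without co-stimulation, primary human leukocytes were exposed to compounds for 48 hr. An HTRF IL-2 kit measured the cytokine, with europium-to-d2 energy transfer producing emission at 665nm upon 320nm excitation.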
ELG1 DNA repair – inhibitors of ELG1-dependent DNA repair in HEK293T cells; HEK293T ELG1-luciferase reporter, luminescence, 16 h; DNA damage induced by 5-fluorouridine; Potency, µM (top dose mostly 46.1 µM), without a hit: at the highest dose activity change, negative = inhibition, hits mostly inhibitors; hit rate 2.3% among 330,000; further: potency means the concentration at half of the fitted maximal effect; on the % scale 0 is the no-effect control and ±100 the full control effect; nearly all actives have a fitted effect of over 55% in size
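Reporter activity after DNA damage by 5-fluorouridine is monitored. Compound-treated cells incubate 16 hr at 37 °C, then ONE-Glo is added for 30 min before luminescence reading.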
TRPV1 ag – activates the human vanilloid receptor TRPV1 | TRPV1-expressing cells, Fluo-8 calcium influx, agonist mode | hit rate 0.19% among 320,000 | activation, % at 8.33 µM | AID 540275 | Q8NER1; in the data active means activation above about 80%; inconclusive means between about 30% and that limit; further: 0% is about no effect
Target sequence (Q8NER1 whole entry, looked up): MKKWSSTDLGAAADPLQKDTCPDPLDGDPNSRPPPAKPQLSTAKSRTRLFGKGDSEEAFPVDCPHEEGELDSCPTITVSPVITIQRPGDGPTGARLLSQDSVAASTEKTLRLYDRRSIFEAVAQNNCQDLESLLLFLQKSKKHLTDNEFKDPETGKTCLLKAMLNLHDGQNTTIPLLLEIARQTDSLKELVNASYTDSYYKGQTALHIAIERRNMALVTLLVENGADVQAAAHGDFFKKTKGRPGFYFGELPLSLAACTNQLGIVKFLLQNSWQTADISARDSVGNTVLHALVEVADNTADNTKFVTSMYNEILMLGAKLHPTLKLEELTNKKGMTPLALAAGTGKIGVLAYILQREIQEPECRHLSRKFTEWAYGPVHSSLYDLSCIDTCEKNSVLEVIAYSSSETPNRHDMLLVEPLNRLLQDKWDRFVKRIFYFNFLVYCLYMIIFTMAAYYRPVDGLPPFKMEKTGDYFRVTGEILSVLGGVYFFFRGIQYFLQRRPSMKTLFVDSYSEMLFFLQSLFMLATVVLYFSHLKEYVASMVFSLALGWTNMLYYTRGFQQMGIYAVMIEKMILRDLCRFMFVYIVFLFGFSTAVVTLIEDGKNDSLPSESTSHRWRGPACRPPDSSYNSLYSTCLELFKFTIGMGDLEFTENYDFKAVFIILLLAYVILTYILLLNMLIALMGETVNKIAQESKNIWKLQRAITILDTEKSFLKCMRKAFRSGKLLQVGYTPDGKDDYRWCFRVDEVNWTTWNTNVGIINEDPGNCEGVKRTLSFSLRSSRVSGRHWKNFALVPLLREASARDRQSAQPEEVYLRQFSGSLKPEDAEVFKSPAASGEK
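Cells expressing TRPV1 were dye-loaded with Fluo-8 and read kinetically: 10 s baseline, 3 min after compound (agonist portion), then 2 min after EC20 capsaicin (allosteric enhancer portion). Calcium-bound dye fluorescence at 480/520 nm.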
USP2a block – inhibitors of human ubiquitin-specific protease USP2a | O75604 | USP2 core, Ub-CHOP2 coupled fluorogenic reporter, 485/531 | Potency, µM (doses to about 38.3 µM), inactives show top-dose activity change, negative = inhibition, actives largely listed as inhibitors | hit rate 0.01% among 330,000 | AID 463254;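 further: potency means the concentration at half of the fitted maximal effect; plate controls were DMSO wells for no effect and full inhibition by NEM control for full effect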
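Cell-free coupled assay: 10nM USP2 core preincubated 30min RT with compound in Tris-HCl pH 8.0/CaCl2/CHAPS buffer, then 25nM Ub-CHOP2 and 25nM reporter substrate; fluorescence (Ex 485/Em 531) read after 60min RT, normalized to NEM inhibition, concentration-response curves fitted.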
TSHR antagonist – antagonists of human thyroid stimulating hormone receptor; P16473; hit rate 0.2% among 330,000; AID 504810; activity change, negative = inhibition, % at 11.5 µM; TSHR-expressing cells, TSH-stimulated cAMP HTRF, 2 h; hits give low values;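 active means activity change below a set negative limit, meaning inhibition stronger than a set level, cut at about -70% in these data; inconclusive means activity change between two set negative limits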; further: on the % scale 0 is the no-effect control and ±100 the full control effect
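TSHR-expressing cells were treated with compounds, then stimulated with TSH at EC80 (4nM final) for 2 hours at 37 deg C. Cellular cAMP was measured by HTRF competition between lysate cAMP and cAMP-d2 for a cryptate-labelled anti-cAMP antibody.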
An asterisk follows results filed as active; i = inactive; u = inconclusive; x = no result given; & = joins results of further samples; [ ] = another dose, or the depositor's remark. Unless noted, the call rests on the fitted dose curve; in most records, active means well fitted curve in the direction sought with a large enough effect; inconclusive means small, poorly fitted or top-dose-only effect, or another doubt; inactive means no such curve, though single readings can be large; an effect the other way counts as inactive or inconclusive.

The first 3 compounds (preview)
SMILES	Eya2 phos inh	Mito fusion act	KCNH2 3.1 inh	KCNH2 WT inh	A-T KAP1 phos	TCR activator	ELG1 DNA repair	TRPV1 ag	USP2a block	TSHR antagonist
O=C(Nc1ccccc1)NC1(C(=O)N2CCN(C(=O)c3ccco3)CC2)CCCCC1	-12%	0%	2	-7	4%	7%	9%	0	1%	-3
O=C(CNC(=O)c1ccc(Cl)cc1Cl)NCC(=O)Nc1ccccc1N1CCOCC1	-5%	1%	2	-4	u	5%	-17%	0	1%	-1
O=C(NNC(=O)C1C2C=CC(C2)C1C(=O)O)c1ccccc1 (configuration not stated)	-4%	1%	-25	0	3%	-3%	u	20	-1%	-1

The list itself, repeating the preview:
SMILES	Eya2 phos inh	Mito fusion act	KCNH2 3.1 inh	KCNH2 WT inh	A-T KAP1 phos	TCR activator	ELG1 DNA repair	TRPV1 ag	USP2a block	TSHR antagonist
O=C(Nc1ccccc1)NC1(C(=O)N2CCN(C(=O)c3ccco3)CC2)CCCCC1	-12%	0%	2	-7	4%	7%	9%	0	1%	-3
O=C(CNC(=O)c1ccc(Cl)cc1Cl)NCC(=O)Nc1ccccc1N1CCOCC1	-5%	1%	2	-4	u	5%	-17%	0	1%	-1
O=C(NNC(=O)C1C2C=CC(C2)C1C(=O)O)c1ccccc1 (configuration not stated)	-4%	1%	-25	0	3%	-3%	u	20	-1%	-1
CCOc1ccc(-c2cc(C(=O)N/N=C/c3cccnc3)c3ccccc3n2)cc1	-2%	-6%	-12	8	7%	-2%	u	2	0%	-3
CC(C)C(OC(=O)c1cccs1)C(=O)NCCc1ccccc1 (configuration not stated)	-20%	14%	-4	-3	8%	3%	13%	0	3%	0
CCC1(C)Cc2ccccc2-c2nc3n(c(=O)c21)CCS3 (configuration not stated)	-4%	29%	-22	2	4%	-11%[46.1 µM]	15%	24	-1%	-3
C[C@H](CO)N1C[C@H](C)[C@@H](CN(C)Cc2ccc(C(=O)O)cc2)Oc2c(NC(=O)C3CC3)cccc2C1=O	8%	x	13	-2	7%	6%	10%	x	-2%	5
COc1cc(C(=O)NCC2CCCO2)ccc1OCc1ccccc1Cl (configuration not stated)	-18%	1%	11	-5	19%	2%	u	u	1%	28
O=c1c(-c2ccc(O)cc2)coc2cc(O)cc(O)c12	-6%&3%	u	2	1	11%	-2%	u	-2	-3%	-10&0
CN(C)c1ccc(C=Nc2cnn(C)c2C(N)=O)cc1	1%	-1%	-48	-4	-5%	-4%	u	3	0%	-10
CCCCCn1cnc2sc(CC)cc2c1=O	3%	9%	10	-5	3%	-1%[46.1 µM]	u	-1	2%	38
CC(OC(=O)c1ccccc1C(=O)N(C)Cc1ccccc1)C(=O)NC1(C#N)CCCCC1 (configuration not stated)	-27%	-1%	-25	-10	8%	-1%	9%	5	-2%	-2
O=C(Nc1ccccc1)c1cc2c(=O)c3ccccc3oc2nc1C(F)(F)F	-27%	-2%	-20	0	1%	-12%	1%	2	3%	4
C=CCNC(=O)CN1CCC(O)(c2ccc(F)cc2)CC1	-12%	2%	-10	4	1%	-1%	-2%	-2	-4%	17
COc1cc(=O)n(C)c2c(O)cccc12	5%	-5%	3	-3	-1%	-5%	5%	1	1%	9
COc1ccc(CN2CCn3ncc(C(=O)Nc4cccc(C)c4)c3C2=O)cc1	15%	6%	-26	0	x	4%	u	2	-1%	-12
CC1CN(C(=O)COC(=O)c2ccccc2O)CC(C)O1 (configuration not stated)	-17%	-1%	12	3	-2%	-2%	-7%	-1	3%	1
COc1cc(OC)c(C(=O)OCC(=O)NCCC2=CCCCC2)cc1OC	8%	1%	13	-9	2%	0%	1%	1	1%	-2
Cc1sc(NC(=O)c2ccco2)c(C(c2ccc(F)cc2)N2CCN(C)CC2)c1C (configuration not stated)	15%	8%	-8	2	3%	4%	-1%	u	-3%	7
OC(COc1ccc(Cl)cc1)CN1CCN(c2ccccc2)CC1 (configuration not stated)	5%	-19%	-5	-10	33%	-5%	-5%	1	1%	-4
CSc1nc2sc3c(c2c2nncn12)CCC3	-11%	5%	-7	29	2%	1%[46.1 µM]	1%	6	0%	-10
O=C(CSc1nnc(-c2ccncc2)o1)NC1CCCCC1	-4%	3%	3	-8	-1%	-1%	-4%	-2	9%	-2
Cc1cc([N+](=O)[O-])ccc1NC(=O)Nc1ccccc1F	11%	1%	-7	i	2%	2%	u	2	0%	-3
Cc1ccc(NC(=O)CN2C(=O)NC3(CCCC3)C2=O)nc1	-9%	2%	-5	-1	2%	-2%	14%	-2	-1%	-1
CCn1cc(/C=C(\NC(=O)c2ccc(OC)c(OC)c2)C(=O)NCCCN2CCOCC2)c2ccccc21	11%	3%	3	-19	-9%	1%	-26%	-4	0%	-4
CN(C(=O)CSc1nc(C2CC2)nc2ccccc12)c1nc(-c2ccccc2)cs1	-2%	0%	-9	-1	4%	0%	-3%	-1	1%	-8
CCOc1nc(NCCN2CCOCC2)nc(NC(C)C)n1	-2%	-2%	1	-10	1%	-2%[46.1 µM]	23%	0	0%	-2
Cc1ccccc1NC(=O)CSc1nc(N)c(C#N)cc1C#N	1%	-2%	5	-13	1%	-3%	6%	-1	5%	2
COc1ccccc1N1CCN(C(=O)N2CCOCC2)CC1	0%	-3%	12	12	3%	-185%	-10%	u	1%	7
O=C(CSc1nnnn1-c1ccccc1)Nc1ncc(Cc2cccc(Cl)c2Cl)s1	-7%	1%	7	-3	-21%	-8%[46.1 µM]	-6%	7	-3%	6
COc1cc(OC)c(C2CC(=O)N3CN(c4ccccc4)CSC3=C2C#N)cc1OC (configuration not stated)	5%	-4%	8	4	-3%	-5%	-1%	-2	0%	-3
Cc1sc(NC(=O)COc2cccc(-n3cnnn3)c2)c(C#N)c1C	21%	-5%	-14	-2	15%	-2%	u	1	0%	-6
COC(=O)n1c(=O)oc2ccc(S(=O)(=O)N3CCCCC3)cc21	u	-1%	18	12	-8%	8%	-4%	x	1%	-3
Cn1c(=O)[nH]c(=O)c2c1nc(N1CCOCC1)n2CC(O)COc1ccccc1 (configuration not stated)	7%	2%	-14	4	20%	3%	1%	-4	1%	0
Cc1ccc(/C=C/C(=O)NCc2cccs2)cc1	6%	8%	16	-10	13%	-5%[46.1 µM]	u	-5	1%	26
COc1cc(C2c3c(-c4ccccc4)n[nH]c3C(=O)N2c2ccc(C(=O)O)cc2)ccc1O (configuration not stated)	-4%	-2%	13	10	-1%	11%	3%	-1	-1%	28
O=C(NCc1ccco1)c1cccc(Nc2nc3ccc(Br)cc3[nH]2)c1	-12%	-11%	-25	-18	-12%	-6%	u	20	2%	12
Cc1ccc(C(NC(=O)N2CCCCC2)=C(Cl)Cl)cc1F	3%	-5%	17	9	-1%	-3%[46.1 µM]	u	-1	3%	4
CC(=O)N1CCc2cc(S(=O)(=O)N3CCc4ccccc43)ccc21	-8%	-1%	14	1	0%	0%	0%	-6	-2%	-18
O=C(O)/C=C/C(=O)N(CC1CCCO1)C1CC(=O)N(c2c(Cl)cccc2Cl)C1=O (configuration not stated)	-2%	0%	-2	0	-11%	10%	24%	0	5%	-14
CCOC(=O)c1c(N)n(CC(C)NC(=O)C2CC2)c2nc3ccccc3nc12 (configuration not stated)	9%	1%	x	x	1%	x	u	-2	0%	-2
Nc1c(Cl)nc(-c2ccccc2)nc1Cl	-7%	2%	2	-6	4%	-4%	10%	0	6%	-2
COc1ccc(C2C(=O)N(C3CCCCC3)CC(=O)N2Cc2ccc3c(c2)OCO3)cc1 (configuration not stated)	-8%	-2%	-2	-7	-2%	-1%	u	0	0%	3
Cc1ccc(/C(N)=N/OC(=O)c2cccs2)cc1	1%	13%	-185*	-176*	8%	4%	u	5	3%	-18
CCOC(=O)c1[nH]c(C)c(C(=O)NCc2ccco2)c1C	-1%	-2%	0	-24	1%	11%	-7%	-1	8%	-8
CC1CCN(C(=O)c2ccc(NS(=O)(=O)c3ccc4[nH]c(=O)[nH]c4c3)cc2)CC1	-5%	-3%	1	-11	15%	-5%	0%	0	1%	3
COc1ccc(OC)c(C(=O)NC(CC(N)=O)c2ccc(N3CCN(c4ccccn4)CC3)c([N+](=O)[O-])c2)c1 (configuration not stated)	-7%	-1%	-3	4	-6%	-2%	-2%	-1	-1%	-9
CCOc1ccc(C2/C(=C(/O)c3ccc4c(c3)CC(C)O4)C(=O)C(=O)N2CCCn2ccnc2)cc1OCC (configuration not stated)	-3%	-1%	15	-8	-1%	3%	16%	0	1%	-8
Cc1ccc(Cl)cc1N1CCN(C(=O)CN(c2ccccc2)S(=O)(=O)N(C)C)CC1	-12%	-8%	-6	4	3%	-9%	u	-3	-11%	-4

Only part of the results is shown (hit frequency here may not be typical).
